RmlCD inh mix – RmlC/RmlD inhibition, mixture screen. hit rate 0.39% among 110,000. inhibition, % at 5.5 µM. RmlC/RmlD coupled enzyme inhibition, 384-well mixture HTS; in the data active = inhibition above about 30%, passing the limit was not always enough; note: strong numbers were not always called active
RT RNaseH block – inhibitors of HIV-1 reverse transcriptase RNase H. AID 565. hit rate 1.9% among 65,000. RT-RNase H RNA/DNA duplex cleavage, fluorescence. P04585. inhibition, % at 10 µM; in the data active = inhibition above about 50%
* marks the source's active call; other numbers are inactive results; · = no result given. An excerpt; rates above refer to the full screens.

| mol | RmlCD inh mix | RT RNaseH block |
| --- | --- | --- |
| CCOc1ccc2nc(Nc3nc4c(c(=O)[nH]3)CCC4)nc(C)c2c1 | · | 40 |
| O=C1N2c3ccccc3CCc3cccc(c32)C1(O)C(F)(F)F (stereo unspecified) | -12 | -72 |
| COc1ccc2[nH]cc(C(O)CN3CCN(c4ccccc4)CC3)c2c1 (stereo unspecified) | · | -1 |
| Cc1ccc(C(C)NC(=O)c2ccco2)cc1 (stereo unspecified) | 18 | · |
| C/C=C/Cn1c(N(C)Cc2ccccc2)nc2c1c(=O)[nH]c(=O)n2C | -11 | -12 |
| O=C(c1cccs1)c1coc2ccc(O)cc12 | -12 | · |
| N#CCc1nc(CSc2nc3ccccc3o2)cs1 | -11 | -54 |
| CC(C)CN(CC(C)C)S(=O)(=O)N1CCC(C(=O)NCCN2CCOCC2)CC1 | -13 | 3 |
| O=C(CN1CCN(c2ccccc2F)CC1)c1ccc2cc[nH]c2c1 | · | 3 |
| C=CCC1c2cccc(C(=O)OC)c2C(=O)N1c1ccccc1 (stereo unspecified) | -8 | · |
| Cc1cc(C)n2cc(CSc3nnc(SCc4cn5c(C)cc(C)nc5n4)s3)nc2n1 | -1 | · |
| COc1ccc(CNC(=O)C2CC(c3ccccc3C(F)(F)F)=NO2)cc1 (stereo unspecified) | 5 | · |
| CCC(C)N1CC23C=CC(O2)C(C(=O)OCc2ccccc2)C3C1=O (stereo unspecified) | 4 | -9 |
| CN(C)C1(c2nnnn2CCOC(=O)Nc2ccc(Cl)cc2)CCCCC1 | · | -22 |
| O=C(NCc1ccncc1)/C(=N/O)c1ccccc1 | 15 | -9 |
| C=CCN=C1SC(C)C(=O)N1S(=O)(=O)c1ccccc1 (stereo unspecified) | -7 | -2 |
| CCc1nnc(NC(=O)CCN2C(=O)c3ccccc3C2=O)s1 | 1 | -4 |
| O=C1CCN(S(=O)(=O)c2ccccc2)CCN1CCOCc1ccc(Cl)cc1 | 13 | · |
| CCOC(=O)N1CCN(C(=O)c2ccc(C)c(S(=O)(=O)Nc3ccccc3)c2)CC1 | -22 | -23 |
| Cc1ccc(CN(c2ccc(C(=O)N3CCc4ccccc4C3)cc2)S(C)(=O)=O)cc1 | 6 | · |
| Cc1ccc(NS(=O)(=O)c2ccc(CCC(=O)O)cc2)cc1 | 9 | -10 |
| CC(C)n1c(=N)c(C(=O)NCCc2ccccc2)cc2c(=O)n3ccccc3nc21 | 9 | -16 |
| CC1(C)Cc2c(c(N3CCOCC3)nc3sc(-c4ccc(C(=O)O)o4)c(N)c23)CO1 | -1 | 8 |
| Cc1cc(NCCCN(C)C)n2nc(-c3cccs3)cc2n1 | -10 | · |
| S=C(NCc1ccco1)N1CCN(Cc2ccco2)CC1 | -11 | · |
| CCC(C)[C@H](NC(=O)OC(C)(C)C)C(=O)N/N=C/c1cccc2nccnc12 (stereo partly specified) | -11 | · |
| CCc1ccc2c(CN(CC)Cc3nc4ccccc4c(=O)[nH]3)cc(=O)oc2c1 | 10 | -9 |
| O=C(Nc1ccccc1N1CCCCC1)c1ccc2nccnc2c1 | 7 | -22 |
| c1ccc(CSc2nnnn2-c2ccccc2)cc1 | -4 | · |
| COc1ccc(N2C(=O)CC(NC3CC3)C2=O)cc1 (stereo unspecified) | 10 | -5 |

Filtered by structure, the entries above with a COOH group (2)
| mol | RmlCD inh mix | RT RNaseH block |
| --- | --- | --- |
| Cc1ccc(NS(=O)(=O)c2ccc(CCC(=O)O)cc2)cc1 | 9 | -10 |
| CC1(C)Cc2c(c(N3CCOCC3)nc3sc(-c4ccc(C(=O)O)o4)c(N)c23)CO1 | -1 | 8 |

Additional entries
| mol | RmlCD inh mix | RT RNaseH block |
| --- | --- | --- |
| COC(=O)CSc1nnc(-c2ccc(S(=O)(=O)N3CCCCC3)cc2)o1 | -6 | -3 |
| Cc1cccc(C)c1NC(=O)CCN1C(=O)C2C3CCC(C3)C2C1=O (stereo unspecified) | 7 | · |
| Cc1cccc(Oc2ncnc3onc(C)c23)c1 | 4 | · |
| CC1(C)C2CC[C@]3(C)C(CC=C4[C@@H]5C[C@](C)(CO)CC[C@]5(C(=O)O)CC[C@]43C)[C@@]2(C)CC[C@@H]1O (stereo partly specified) | 0 | · |
| COc1ccccc1NC(=O)C1C2C=CC(O2)C1C(=O)O (stereo unspecified) | 3 | -2 |
| CCOc1ccc(C)cc1-n1nc2ccccc2n1 | -8 | · |
| CCOc1ccccc1NC(=O)Nc1cc(OC)ccc1OC | 6 | 2 |
| Cc1cccc(/N=C/c2c(O)[nH]c3ccccc23)n1 | 14 | -12 |
| CNC(=O)OCc1cccc(COC(=O)NC)n1 | 8 | 4 |
| Cc1sc2nc(SCC(=O)NCc3cccs3)[nH]c(=O)c2c1C | -7 | -2 |
| CCOC(=O)Nc1ccc(S(=O)(=O)Nc2cc(C)on2)cc1 | 13 | 1 |
| O=C(COC(=O)c1ccc(Cl)c(S(=O)(=O)N2CCCC2)c1)NC1CCCC1 | -4 | -11 |
| COc1ccc(C(=O)N/C(=C\c2ccccc2)C(=O)NC(CCSC)C(=O)O)cc1 (stereo unspecified) | 2 | · |
| CC(=O)C(N=Nc1ccccc1)(Sc1nnc(-c2ccccc2)n1-c1ccccc1)C(=O)Nc1ccccc1 (stereo unspecified) | -116 | · |
| CC(C)CCn1c(N2CCN(c3cccc(Cl)c3)CC2)nc2c1c(=O)[nH]c(=O)n2C | 4 | -7 |
| O=C1C(O)=C(O)C(=O)c2ccccc21 | 6 | · |
| O=C1NCCCN1Cc1ccc(F)cc1 | -9 | · |
| Cc1cccc(NC(=O)Cc2cccs2)n1 | -30 | · |
| CC1CC2C3CCC4=CC(=O)C=CC4(C)[C@@]3(Cl)C(O)CC2(C)C1(O)C(=O)CO (stereo partly specified) | -11 | · |
| C=CCOc1ccc(CNC(C)(C)CO)cc1OC | -14 | · |
| Cc1nn(-c2ccccc2)c2nc(=O)n(-c3ccccc3)cc12 | 3 | -47 |
| COc1cccc(CN2CCSCC2)c1 | 138 | · |
| O=C(C1CCCN1S(=O)(=O)c1ccc(Cl)cc1)N1CCOCC1 (stereo unspecified) | -9 | -3 |
| CCOC(=O)c1c(N)sc(C(=O)N(C)C)c1C | -7 | -2 |
| O=C(CSc1nnc(CNc2ccc(F)cc2)n1-c1ccccc1)N1CCOCC1 | 6 | · |
| CS(=O)(=O)N(Cc1ccccc1)c1ccc(C(=O)N2CCc3ccccc3C2)cc1 | -30 | · |
| O=C(Nc1nc2ccc(S(=O)(=O)N3CCCCC3)cc2s1)c1cccnc1 | -8 | · |
| CCOC(=O)c1cnc(SC)nc1Oc1cccc(NS(=O)(=O)c2ccc(C)cc2)c1 | 2 | · |
| CCOc1ccc(N2CC(C(=O)Oc3ccccc3)CC2=O)cc1 (stereo unspecified) | 8 | 2 |
| Cc1ccc(NC(=O)c2cnn(-c3ccccc3)c2NC(=O)c2ccco2)cc1 | 6 | -6 |
| O=C(c1cccs1)c1coc2ccc(O)c(CN(CCO)CCO)c12 | -9 | · |
| COC(=O)c1ccccc1NC(=O)C1CCCN(c2nnc(-n3cccc3)s2)C1 (stereo unspecified) | 7 | -1 |
| CCN(CC)C(=O)c1[nH]cnc1C(=O)N[C@@H](CC(C)C)C(=O)OCc1ccccc1 | 2 | · |
| O=C(Nc1ncccc1Cl)C1COc2ccccc2O1 (stereo unspecified) | -61 | · |
| COc1ccc(-c2c(C)nn(-c3ccccc3)c2N)cc1 | -3 | · |
| Cc1n[nH]c(C)c1S(=O)(=O)N1CCCC(C(=O)N2CCc3ccccc32)C1 (stereo unspecified) | 1 | -19 |
| O=c1[nH]n(-c2ccccc2)c(=O)c(Cl)c1Cl | -6 | · |
| Cc1cccc(CSc2nc(N)c(C#N)c(-c3cccs3)c2C#N)c1 | 4 | · |
| COc1ccc(N2CCN(C(=O)C34CCC(C)(C(=O)C3)C4(C)C)CC2)cc1 (stereo unspecified) | -8 | 6 |
| COc1ccc(C)cc1NC1=C(Cl)C(=O)N(C2CCCCC2)C1=O | 12 | · |
| Cc1ccc(C)c2c1sc(=NC(=O)CN1C(=O)CCC1=O)n2C | 8 | -28 |
| CN1CCN(C(=O)c2cc(Cl)ccc2Cl)CC1 | 7 | -3 |
| CCCC(=O)N1CCN(c2nc(CC(C)C)c3c(c2C#N)CCC3)CC1 | · | 0 |
| O=C(c1ccc2c(c1)OCO2)N(Cc1ccco1)C1(C(=O)NC2CCCCC2)CCCCC1 | 2 | · |
| C=CCNC(=O)c1cc2c(C(F)(F)F)nn(C)c2s1 | -18 | · |
| CCCCn1c(CNC(=O)C(C)(C)C)nc2ccccc21 | 2 | -5 |
| CCOC(=O)c1ccc(NC(=O)c2c(O)c3ccccc3n(C)c2=O)cc1 | · | 5 |
| CCOC(=O)N1CCN(c2cc(=O)n(-c3ccc(C)cc3)c(=O)[nH]2)CC1 | -8 | · |
| O=C(CN1C(=O)c2ccccc2C1=O)NCc1ccncc1 | -14 | -29 |
| CC(C)(C)n1nnnc1CN(Cc1ccco1)Cc1cc2cc3c(cc2[nH]c1=O)OCO3 | 17 | 5 |
| Cc1ccccc1NC(=O)CN(c1ccc(F)cc1)S(C)(=O)=O | -28 | -1 |
| C=C(C)C1Cc2c(C)nn(-c3nc(C)cc(C)n3)c2C1 (stereo unspecified) | 10 | -46 |
| C/C(=N\NC(=O)C(C)Sc1ccccc1)C(C)(C)C (stereo unspecified) | -12 | · |
| CN1CC[n+]2c(CN3C(=O)c4ccccc4C3=O)csc21 | 7 | -6 |
| CCCN1C(=O)SC(CC(=O)Nc2ccc(C)cc2)C1=O (stereo unspecified) | 3 | · |
| Cc1ccc(C(=O)Nc2ccccc2C(=O)NC2CCCCC2)cc1S(=O)(=O)N1CCOCC1 | 3 | 3 |
| O=C(Nc1c2c(nn1-c1ccc(F)cc1)CS(=O)C2)C12CC3CC(CC(C3)C1)C2 (stereo unspecified) | 14 | -6 |
| COc1cc(/C=C/CO)cc(OC)c1O[C@@H]1O[C@H](CO)[C@@H](O)[C@H](O)[C@H]1O | -11 | · |
| O=C(c1cccc(C(=O)N2CCN(Cc3ccccc3)CC2)c1)N1CCN(Cc2ccccc2)CC1 | -13 | 5 |
| c1ccc(-c2oc3ncnc(NCCCN4CCOCC4)c3c2-c2ccccc2)cc1 | 7 | -28 |

New compounds follow.
| mol | RmlCD inh mix | RT RNaseH block |
| --- | --- | --- |
| CCOn1c(SC(C)C)nc2ccccc2c1=O | -10 | · |
| CCOc1ccc(Cn2nnc(C(=O)Nc3cc(OC)cc(OC)c3)c2N)cc1 | 7 | -8 |
| CCN(CC)c1ccc(NC(=O)CSc2nnc(N)s2)cc1C | 17 | 4 |
| Cn1nc(-c2ccc(N3CCOCC3)c(NS(=O)(=O)c3ccc(Cl)cc3)c2)c2ccccc2c1=O | 7 | · |
| COc1cccc(-c2nc(-c3ccccn3)no2)c1OC | -9 | -35 |
| CC(C)n1cc(/C=C2/SC(=O)N(CC(=O)Nc3ccc4c(c3)OCO4)C2=O)c2ccccc21 | -2 | · |
| CC(=O)Nc1nc(C)c(-c2csc(Nc3cccc([N+](=O)[O-])c3)n2)s1 | -16 | · |
| COc1ccc(CNC(=O)CN(C(=O)CCC(=O)Nc2ccccn2)c2ccccc2OC)cc1 | 2 | -12 |
| Cn1c(=O)c2c(nc(SCCN3CCOCC3)n2Cc2ccc(F)cc2)n(C)c1=O | -178 | -3 |
| O=C(CCc1nc(-c2ccccc2F)no1)NC1CCCCC1 | -11 | -1 |
| COc1ccc(-c2nnc(NC(=O)c3cc(Cl)ccc3Cl)o2)cc1 | -7 | 0 |
| CCOC(=O)COc1ccc(S(=O)(=O)Nc2cccc(SC)c2)cc1 | 6 | · |
| CCCN1C/C(=C/c2cccc([N+](=O)[O-])c2)C(=O)/C(=C/c2cccc([N+](=O)[O-])c2)C1 | -2 | · |
| Cc1ccc2cc3cc(C(=O)NCCN4CCOCC4)oc3nc2c1 | 24 | -17 |
| O=C(Nc1ccc(Cl)cc1)c1cc(S(=O)(=O)N2CCOCC2)cs1 | -14 | · |
| C/C(=N\NC(=O)c1ccc(F)cc1)c1cccc(NC(=O)c2ccco2)c1 | -4 | · |
| CCCCNC(=O)NC1C(NC(=O)NCCCC)N(C)C(=O)N1C (stereo unspecified) | -11 | -4 |
| CC1CCCC(C)N1C(=O)CSc1nnc(COc2ccccc2)n1-c1ccccc1 (stereo unspecified) | -6 | · |
| Cc1nc(-c2ccc(Cl)cc2)sc1C1(C)CC(c2cccnc2)=NO1 (stereo unspecified) | 22 | · |
| O=C1CC(c2nc3ccccc3[nH]2)CN1c1ccccc1F (stereo unspecified) | 13 | 63* |
| CCOC(=O)C1CCCN(C(=O)CCn2nc(-c3ccccc3)ccc2=O)C1 (stereo unspecified) | · | -12 |
| CC12C(=O)N(n3cnnc3)C(=O)C1C1C=CC2C1 (stereo unspecified) | -12 | 1 |
| COc1ccc(Nc2ncccc2C(=O)O)cc1 | 8 | · |
| COCc1cc(=O)[nH]c(/N=C(\N)Nc2cccc(C)c2)n1 | 2 | · |
| CCc1ccc(NC(=O)C2CCCCC2C(=O)O)cc1 (stereo unspecified) | -14 | -3 |
| CCN(CC)c1nc2ccccc2[nH]1 | -2 | · |
| O=C(O)CC(O)(CC(=O)O)C(=O)O | 6 | · |
| COc1ccc(S(=O)(=O)CCC(=O)N(C)c2ccc(OC)cc2OC)cc1 | -8 | · |
| S=C(NN=C1C2CC3CC(C2)CC1C3)Nc1ccccc1 | -3 | · |
| CC(=O)Nc1nc2cc3c(cc2s1)OCO3 | -13 | -10 |

Single records, as listed above. Order of screens: RmlCD inh mix	RT RNaseH block
O=C1CC(c2nc3ccccc3[nH]2)CN1c1ccccc1F (stereo unspecified) across the screens: 13	63*
CCN(CC)c1nc2ccccc2[nH]1 across the screens: -2	·
O=C(O)CC(O)(CC(=O)O)C(=O)O across the screens: 6	·
CC(C)n1cc(/C=C2/SC(=O)N(CC(=O)Nc3ccc4c(c3)OCO4)C2=O)c2ccccc21 across the screens: -2	·
C/C(=N\NC(=O)c1ccc(F)cc1)c1cccc(NC(=O)c2ccco2)c1 across the screens: -4	·
